# Compound activity from PubChem BioAssay.
# Siah-1 displacement – Siah-1 peptide-binding antagonists, primary screen, biochemical, fluorescence polarization, rhodamine-plectin, uHTS (AID 1817). one-dose displacement, % at 20 µM; IC50 in µM for titrated hits. Siah-1 / rhodamine-plectin peptide fluorescence polarization; higher % means a stronger effect. 290,000 tested, 0.02% active;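 active = displacement of at least 50% at 20 µM, with a fluorescence ratio check between 0.3 and a set limit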;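 also: plate controls were Siah plus tracer with DMSO for no effect and tracer alone without Siah for full effect; strong numbers were not always called active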
# HIV peptide binding – inhibitors of HIV fusion peptide binding, primary screen, biochemical, uHTS, fluorescence dequenching (AID 1986) | cell-free peptide binding, fluorescence dequenching, 30 min; higher % means a stronger effect | inhibition, % at 20 µM, or IC50 in µM where a hit was titrated | 290,000 tested, 0.3% active; in the data active = inhibition mostly above about 52%, no sharp cut-off; inactive = mostly below about 76%; also: some results filed as inactive read as strong as hits
# KOR beta-arrestin-1 – kappa opioid receptor blockers – cell-based, luminescence, uHTS (AID 1778); KOR beta-arrestin recruitment, luminescence, antagonist mode; higher % means a stronger effect; one-dose inhibition, % at 10 µM; IC50 in µM for titrated hits; 290,000 tested, 0.091% active; also: strong numbers were not always called active
# KOR beta-arrestin-2 – KOR agonists, beta-arrestin recruitment, primary screen, cell-based, luminescence, uHTS (AID 1777); activation, % at 10 µM, or EC50 in µM where a hit was titrated; 280,000 tested, 0.02% active; KOR beta-arrestin recruitment, luminescence; higher % means a stronger effect; in the data active = activation above about 50%, passing the limit was not always enough; also: a part of the inactive calls stands beside numbers as strong as those of hits
# HEK293 NOD2/NF-kB – inhibition of NOD2-driven NF-kB reporter – cell-based, luminescence, uHTS, HEK293 (AID 1566); HEK293 NOD2/NF-kB luciferase reporter, luminescence; higher % means a stronger effect; inhibition, % at 4 µM, or EC50 in µM where a hit was titrated; 290,000 tested, 0.63% active; also: many of its hits are not listed in these tables
# NOD1 inhibition – inhibition of NOD1-driven NF-kB reporter – cell-based, luminescence, uHTS, primary screen (AID 1578); NOD1-driven NF-kB luciferase reporter cells, luminescence; higher % means a stronger effect; inhibition, % at 4 µM; hits with a dose series show EC50 in µM; 290,000 tested, 1% active; in the data active = inhibition mostly above about 36%, no sharp cut-off; inactive = mostly below about 34%;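 also: HEK-293T reporter cells stimulated with the NOD1 agonist gamma-tri-DAP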
# Myeloid diff MLP – compounds promoting myeloid differentiation | ER-HoxA9 myeloid progenitors, lysozyme-GFP differentiation, flow cytometry | calls only at 10 µM | 360,000 tested, 1% active | AID 624256;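 active = normalized GFP-positive differentiation at or above the plate's own cutoff, the solvent-only control mean plus 3 SD; inconclusive = no clear call, values can overlap the other calls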;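 also: cells exposed to compound for four days before flow analysis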
# LYP phosphatase – PTPN22 lymphoid phosphatase activity blockers – biochemical, fluorescence intensity, uHTS (AID 1779); recombinant LYP phosphatase, fluorescence intensity; higher % means a stronger effect; inhibition, % at 11.5 µM; hits with a dose series show IC50 in µM; 290,000 tested, 0.054% active;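 also: plate controls were vehicle with enzyme for no effect and no enzyme for full effect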
# Salmonella PhoP GFP – PhoP-dependent GFP reporter repression – Salmonella Typhimurium, primary screen (AID 1863) | S. Typhimurium PhoP-regulated promoter GFP reporter, 4 h; higher % means a stronger effect | inhibition, % at 50 µM; hits with a dose series show IC50 in µM | 300,000 tested, 0.16% active;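 active = inhibition over 29.93%, a cutoff 3 SD above the screen mean, later confirmed by dose response; inconclusive = inhibition over 29.93% but no dose response follow-up; inactive = inhibition at most 29.93% or unconfirmed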;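 also: 0% = low Mg2+ inducing control and 100% = high Mg2+ repressing control; strong numbers were not always called active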
# Myeloid diff MLP GFP+ MAC1+ % – further read-out of Myeloid diff MLP, marked with its call; GFP+ MAC1+ double positive, %; measured here: differentiation confirmed by MAC1 staining
# Active calls of the source: *; i = inactive; ? = inconclusive; / = not tested or not shown; + = active, no number; & = joins results of further samples; [ ] = another dose, or the depositor's remark. Rule as the data show it, unless noted: active = inhibition above about 50%; inactive = the rest. This is a subset; count on the stated rates, not on these rows.
no. | Structure | Siah-1 displacement | HIV peptide binding | KOR beta-arrestin-1 | KOR beta-arrestin-2 | HEK293 NOD2/NF-kB | NOD1 inhibition | Myeloid diff MLP | Myeloid diff MLP GFP+ MAC1+ % | LYP phosphatase | Salmonella PhoP GFP
1 | CN(C)C(CN1C(=O)C2CC=CCC2C1=O)c1cn(C)c2ccccc12 (stereo not given) | 0% | 2.9% | -7% | 4.2% | -19% | -16% | i | 1.1 | -2% | 1%
2 | O=C(NCCc1cn2ccsc2n1)c1cccs1 | -6% | 0.2% | -50% | -2.6% | -22% | -7% | i | 2.5 | -6% | 4%
3 | COc1ccc(-c2cc(C(=O)N3CCN(Cc4ccccc4)CC3)no2)cc1OC | 2% | 1.6% | 15% | 6.7% | -9% | -40% | i | 4.0 | 5% | 6%
4 | COc1ccc(NC(=O)N2CCN(C(=O)Nc3ccc(OC)cc3)CC2)cc1 | 5% | 0.6% | -1% | -4.8% | 4% | -8% | i | 0.4 | -5% | -13%
5 | O=C1C2C3C=CC(C3)C2C(=O)N1CNc1ccc(O)cc1 (stereo not given) | 14% | -1.3% | -17% | -0.9% | -2% | 5% | / | / | -2% | -10%
6 | Cn1c(Cn2nnc3ccccc32)nnc1SCC(=O)c1ccccc1F | -8% | 1.0% | -60% | 3.0% | -16% | 12% | i | 2.8 | -3% | -13%
7 | Cc1sc2nc(CSc3n[nH]c(N)n3)[nH]c(=O)c2c1C | -1% | -2.1% | -3% | -1.7% | 7% | -27% | i | 0.0 | -2% | 9%
8 | Cn1cc(NC(=O)c2cc(NC(=O)c3cc(NC=O)cn3C)cn2C)cc1C(=O)NCCC(=N)N | -2% | 6.4% | 5% | -3.7% | 0% | 2% | / | / | -6% | -2%
9 | CCNc1nc(NCC)nc(N/N=C/c2ccc(OC)cc2)n1 | 0% | 0.3% | 9% | 8.3% | 9% | -11% | i | 0.1 | -5% | -3%
10 | CC1CC(C)CN(C(=O)c2ccc(N3CC4CC(C3)c3cccc(=O)n3C4)c([N+](=O)[O-])c2)C1 (stereo not given) | 6% | -1.1% | 26% | -4.4% | 11% | -14% | i | 1.0 | 3% | -20%
11 | Cc1ccc(-n2ccc(=O)c(C(=O)Nc3ccc(S(=O)(=O)Nc4onc(C)c4C)cc3)n2)cc1 | -4% | 8.8% | -2% | 7.7% | 2% | 20% | ? | / | 3% | -6%
12 | CC(=O)Nc1ccc2nc(NC(=O)CCc3ccccc3)sc2c1 | 1% | -1.1% | 6% | -5.1% | 4% | -36% | i | 0.4 | 0% | 2%
13 | O=C(CSc1nc2ccc(Cl)cc2[nH]1)NCCc1ccc(Cl)cc1 | 0% | 1.3% | 16% | 0.1% | 8% | -28% | i | 1.2 | -5% | 6%
14 | Cc1ccccc1CSc1ccc2nnc(-c3ccccn3)n2n1 | 6% | -1.8% | -36% | 0.7% | -6% | -48% | + | 8.6* | 0% | 0%
15 | CCCn1nnnc1NCc1cccc(OC)c1OC | 1% | 1.6% | 1% | 4.1% | 7% | -13% | i | 1.0 | 0% | -4%
16 | CCOC(=O)/C(=N\Nc1cc(Cl)ccc1Cl)N1CCN(CC)CC1 | 2% | 0.8% | -26% | 7.3% | -4% | -43% | i | 0.3 | 3% | 1%
17 | O=C(Nc1ccc(NC(=O)c2ccccc2Cl)nc1)c1ccco1 | 4% | 0.2% | -2% | -3.4% | -2% | -57% | i | 0.4 | -3% | -5%
18 | Cc1ccc(NS(=O)(=O)c2ccc(C)c(C(=O)N3CCOCC3)c2)cc1 | -4% | -1.9% | 47% | -5.8% | -27% | 5% | i | 0.9 | -6% | 5%
19 | COCCCNC(=O)Cn1nc(-c2ccc(C)cc2)ccc1=O | -5% | 2.3% | -22% | 4.0% | 5% | 43% | i | 7.9 | -2% | 7%
20 | C/C(=N\Nc1cccc(Cl)c1)C1(C)N(O)C(C)(C)C(c2ccco2)=[N+]1[O-] (stereo not given) | 13% | -0.5% | 30% | 4.4% | -73% | -2% | i | 0.7 | -6% | -2%
21 | C/C(=C\c1ccccc1)CN1CCN(c2ccccc2)CC1 | -2% | -1.0% | 7% | -1.0% | -4% | 11% | i | 0.7 | -7% | 1%
22 | COC(=O)CCC(=O)Nc1ccc(S(=O)(=O)Nc2nc(C)cc(C)n2)cc1 | 12% | 1.6% | -32%[20 µM] | -5.1% | 9% | -17% | i | 0.3 | -12% | 0%
23 | O=C(COC(=O)C12CC3CC(CC(C3)C1)C2)Nc1nc2c(F)c(F)c(F)cc2s1 | 6% | 3.1% | -52% | 3.3% | 7% | -8% | ? | / | 1% | -8%
24 | N#C/C(=C\c1ccc(O)cc1)C(=O)N1CCCC1 | 1% | -0.4% | -18% | / | -12% | -6% | i | 0.3 | -2% | -11%

# Look-ups from above.
# Reading for cpd 21 under Myeloid diff MLP GFP+ MAC1+ %: 0.7
# Reading for cpd 18 under HIV peptide binding: -1.9%
# Reading for cpd 24 under LYP phosphatase: -2%
# Reading for cpd 22 under NOD1 inhibition: -17%
# Reading for cpd 20 under KOR beta-arrestin-1: 30%

# Remaining list, next part
no. | Structure | Siah-1 displacement | HIV peptide binding | KOR beta-arrestin-1 | KOR beta-arrestin-2 | HEK293 NOD2/NF-kB | NOD1 inhibition | Myeloid diff MLP | Myeloid diff MLP GFP+ MAC1+ % | LYP phosphatase | Salmonella PhoP GFP
25 | CCN(CC(=O)Nc1c(F)cccc1F)C(=O)C1CCCN(C(=O)c2ccc(Cl)cc2)C1 (stereo not given) | -3% | -1.6% | 4% | 3.0% | 2% | 23% | i | 0.9 | -10% | -6%
26 | COc1ccc(NC(=O)c2nc[nH]c2C(=O)N2CCC(C)CC2)cc1 | 3% | -2.6% | -2% | -3.2% | 25% | -8% | i | 1.9 | 0% | -7%
27 | COc1ccc([N+](=O)[O-])cc1NC(=O)CC1SC(=Nc2cccc(C)c2C)N(/N=C/c2cccc(OC)c2OC)C1=O (stereo not given) | 0% | -0.1% | -34%[20 µM] | -4.1% | -86% | -14% | i | 1.4&0.8 | 3% | 3%
28 | CCN1/C(=C2\C(=O)N(C)C(=S)N2C)C=Cc2cc(C)ccc21 | -5% | -0.9% | -5% | -3.1% | 11% | 0% | i | 2.8 | -4% | -6%
29 | COC(CNC(=O)c1ccc2c(c1)ncn2-c1ccc(F)c(F)c1)OC | 11% | 2.5% | 7% | -0.2% | -44% | -30% | i | 0.9 | 0% | -7%
30 | Cc1ccc(C(=O)Nc2cccc(C(=O)N/N=C/c3ccc(F)cc3)c2)cc1 | 10% | 7.5% | -38% | -3.5% | -51% | -43% | i | 0.4 | -9% | -1%
31 | COCc1cc(C)nc2sc(C(=O)NCCO)c(-n3cccc3)c12 | 0% | 2.6% | 19% | 1.7% | 9% | -18% | i | 0.1 | -1% | -10%
32 | CC(C)n1nnnc1SCC(=O)NCc1ccc2c(c1)OCO2 | 4% | 0.0% | 8% | 4.0% | -4% | 21% | i | 0.4 | -7% | 4%

# Whole records from above. Order of values: Siah-1 displacement | HIV peptide binding | KOR beta-arrestin-1 | KOR beta-arrestin-2 | HEK293 NOD2/NF-kB | NOD1 inhibition | Myeloid diff MLP | Myeloid diff MLP GFP+ MAC1+ % | LYP phosphatase | Salmonella PhoP GFP
# `CCN1/C(=C2\C(=O)N(C)C(=S)N2C)C=Cc2cc(C)ccc21` is entered as -5% | -0.9% | -5% | -3.1% | 11% | 0% | i | 2.8 | -4% | -6%
# `COc1ccc([N+](=O)[O-])cc1NC(=O)CC1SC(=Nc2cccc(C)c2C)N(/N=C/c2cccc(OC)c2OC)C1=O` (stereo not given) is entered as 0% | -0.1% | -34%[20 µM] | -4.1% | -86% | -14% | i | 1.4&0.8 | 3% | 3%
# `CC(C)n1nnnc1SCC(=O)NCc1ccc2c(c1)OCO2` is entered as 4% | 0.0% | 8% | 4.0% | -4% | 21% | i | 0.4 | -7% | 4%
# `COc1ccc(NC(=O)c2nc[nH]c2C(=O)N2CCC(C)CC2)cc1` is entered as 3% | -2.6% | -2% | -3.2% | 25% | -8% | i | 1.9 | 0% | -7%
# `COC(CNC(=O)c1ccc2c(c1)ncn2-c1ccc(F)c(F)c1)OC` is entered as 11% | 2.5% | 7% | -0.2% | -44% | -30% | i | 0.9 | 0% | -7%

# Later entries.
no. | Structure | Siah-1 displacement | HIV peptide binding | KOR beta-arrestin-1 | KOR beta-arrestin-2 | HEK293 NOD2/NF-kB | NOD1 inhibition | Myeloid diff MLP | Myeloid diff MLP GFP+ MAC1+ % | LYP phosphatase | Salmonella PhoP GFP
33 | Cc1cc(C)c2c3c(sc2n1)C1(CCSCC1)C(C#N)=C(N)O3 | -2% | 3.4% | -36% | 2.4% | 1% | -12% | i | 6.3 | -3% | 1%
34 | CCn1c(SCC(=O)Nc2cc(C)on2)nnc1-c1ccc(S(=O)(=O)N2CCN(C)CC2)cc1 | -3% | -2.9% | -28% | 2.1% | -2% | -4% | i | 0.4 | -2% | 6%
35 | COc1ccc(-c2noc(-c3cccnc3)n2)cc1OC | 2% | 2.0% | -6% | -0.2% | -30% | -25% | i | 0.4 | -6% | 10%
36 | Fc1cccc(Nc2nc3ccccc3n3cnnc23)c1 | 12% | 3.0% | 14% | -1.5% | 1% | -15% | i | 0.8 | -4% | -4%
37 | COCCn1c(=N)c(C(=O)NCc2ccco2)cc2c(=O)n3cc(C)ccc3nc21 | -7% | 13% | -59%[20 µM] | / | 9% | -1% | i | 0.2 | -34% | 3%
38 | CCn1cc(Cl)c(C(=O)Nc2nc3ccccc3n2CCN2CCCCC2)n1 | -5% | -1.6% | / | / | 7% | 21% | i | 2.4 | -10% | 11%
39 | COc1ccccc1NC(=O)Cc1c(F)cccc1Cl | 4% | -1.3% | -2% | -5.3% | 9% | -14% | i | 0.9 | -5% | 6%
40 | Nc1ccccc1SCc1c(Cl)cccc1Cl | 17% | -1.3% | 6% | 1.5% | 6% | -6% | i | 0.3 | -8% | 4%
41 | CCCC1=NN(C(=O)CCc2ccccc2O)C(O)(C(F)(F)F)C1 (stereo not given) | -1% | 1.3% | 7% | 5.3% | -6% | -53% | i | 0.9 | 0% | 9%
42 | COc1cc(OC)cc(C(=O)N[C@H](C(=O)NCCc2c[nH]c3ccccc23)C(C)C)c1 | 12% | 0.6% | -20% | -2.6% | -2% | -39% | i | 0.8 | -4% | -5%
43 | Cn1c(SCC(=O)Nc2ccccc2)nnc1-c1ccc(NC(=O)CCc2ccccc2)cc1 | 9% | 11% | -17% | -3.1% | 10% | -19% | i | 1.0 | -4% | 3%
44 | Cc1ccc(C2CN(c3ccccc3)CC2C(=O)c2ccc(F)cc2)cc1 (stereo not given) | 1% | 4.1% | 16% | -2.3% | 16% | 28% | i | 0.6 | 3% | 7%
45 | O=C(/C=C/c1cc([N+](=O)[O-])ccc1OC(F)F)Nc1cccc2ccccc12 | 9% | 1.3% | -22% | -1.9% | 28% | -2% | / | / | 0% | -4%
